p53ts 39C kill: qHTS Screen for Compounds that Selectively Target Cancer Cells with p53 Mutations: Cytotoxicity of p53ts Cells at the Nonpermissive Temperature; H1299-p53A138V viability at 39C, ATP luminescence, 24 h; 1.5% of 130,000 active; AID 902, 2007; Potency, µM (highest dose often 46.1 µM), for the others: top-dose activity change, negative = cell killing, most hits filed as cytotoxic; further: nearly all actives have a fitted effect of over 55% in size
p53ts 32C tox: qHTS Screen for Compounds that Selectively Target Cancer Cells with p53 Mutations: Cytotoxicity of p53ts Cells at the Permissive Temperature. AID 924, 2007. 0.93% of 130,000 active. Potency, µM (titrated, usually from 46.1 µM), for inactives: at the highest dose activity change, negative = cytotoxicity, most hits filed as cytotoxic. H1299-p53A138V at 32C, ATP luminescence viability, 24 h;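 further: 0% = DMSO and -100% = full killing by reference compound; nearly all actives have a fitted effect of over 55% in size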
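Viability by ATPlite luminescence after 24 h compound treatment (up to 46 uM) at the permissive 32C. Cells are H1299 carrying p53 A138V. Scale runs from DMSO basal to 100 uM tamoxifen as full kill; AC50 from Hill fits.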
Peg3 imprint: qHTS Assay for Compounds that Induce Erasure of Genomic Imprints | mouse ES Peg3-LacZ reporter, beta-gal luminescence, 40 h | Potency, µM (series often up to 60.7 µM), without a hit: top-dose activity change, positive = activation, hits mostly activators | 0.02% of 110,000 active | AID 1948, 2009;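 further: 0% = negative control wells on the plate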
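Gelatin-coated wells received 300 freshly trypsinized female ES cells with a Peg3LacZ-Neo reporter on the maternal allele, then incubated 40 hours at 37C. BetaGlo was added for 5 minutes at room temperature before a single luminescence read.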
IkB sig inh: IkB Signaling. ABC-DLBCL IkBa-CBG/CBR dual luciferase ratio, 4 h; response scale: scaled: untreated 0%, proteasome inhibitor 100%. Potency, µM (titrated, usually from 57.1 µM), for inactives: at the top dose IkBa stabilization activation. 0.04% of 110,000 active. AID 445, 2006; active means well fitted curve in the direction sought with a large enough effect in the signal ratio, not every such curve was filed as active; inconclusive means small, poorly fitted or top-dose-only effect, or a change in a side signal; the % refers to the signal ratio;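 further: the direction sought is a rising ratio; 0% = basal untreated cells and 100% = reference inhibitor full response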
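Luminescence ratio of IκBα-fused green versus native red beetle luciferase in OCI-Ly3 cells, 4 h post-doxycycline with compound; red signal alone, scaled from basal (0%) to zero light (-100%), flagged nonspecific or cytotoxic effects.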
* marks the source's active call; other numbers are inactive results; ? = inconclusive; · = not tested or not shown; & = joins results of further samples; [ ] = remark or other dose. Unless noted, the call rests on the fitted dose curve; in most records, active means well fitted curve in the direction sought with a large enough effect; inconclusive means small, poorly fitted or top-dose-only effect, or another doubt; inactive means no such curve, though single readings can be large; an effect the other way counts as inactive or inconclusive. Unless noted, on the % scale 0 is the no-effect control and ±100 the full control effect; potency means the concentration at half of the fitted maximal effect. No enrichment for hits; about 1.7% have a hit in one of these screens.

SMILES	p53ts 39C kill	p53ts 32C tox	Peg3 imprint	IkB sig inh
Cc1cc(NC(=O)CSc2c3c(nc4ccccc24)CCC3)no1	-11%	0%	-15%	13%
NS(=O)(=O)c1ccc(CCNC(=O)COC(=O)C2CCCN2C(=O)c2cccs2)cc1 (stereo unspecified)	3%	-6%	-1%	0.2%
c1ccc(-c2cccc(N3CCC4(CCNCC4)CC3)c2)cc1	16µM*	-7%	·	-3.7%[11.4 µM]
Cc1cccn2c(=O)c3cc(C(=O)NCc4ccco4)c(=N)n(CCc4ccccc4)c3nc12	1%	-2%	-9%	6.8%
Cc1ccc(S(=O)(=O)c2cnc(SCC(=O)Nc3ccccc3C(F)(F)F)[nH]c2=O)cc1C	17%	5%	-9%[10.9 µM]	?
COc1ccc(-c2cc(C(F)F)n3ncc(C(=O)N4CCN5CCCC5C4)c3n2)cc1 (stereo unspecified)	-9%	3%	-5%	-1.5%
c1ccc2c(c1)OCC(c1nnc3sc(-c4ccc5c(c4)OCO5)nn13)O2 (stereo unspecified)	-4%	0%	-10%	-0.6%
O=P(O)(OCc1ccccc1)OCc1ccccc1	-11%	-3%[1.84 µM]	-4%	1.0%
Cc1cccc(NC(=O)CCn2cnc3ccccc3c2=O)c1	3%	8%	?	3.2%
O=C(Cn1ncn2nc(-c3cccs3)cc2c1=O)NCc1ccc(Cl)cc1	-6%	-1%	-10%[10.9 µM]	-2.0%
COCCNC(=O)c1ccc(CSc2nc3ccncc3n2Cc2ccccc2)cc1	1%	-6%	-10%[10.9 µM]	?
Cc1ccc(S(=O)(=O)N2Cc3ccccc3CC2C(=O)Nc2cc(C)on2)cc1 (stereo unspecified)	14%	3%	-13%	1.0%
CC(C)(C)OC(=O)N1CCC(c2c(C(=O)Nc3ccc4c(c3)OCO4)cnn2-c2ccc(F)cc2F)CC1	?	-4%	11%[10.9 µM]	?
CCC(C(=O)N1CCN(c2ccccc2)CC1)n1nc(C)n2c(cc3sccc32)c1=O (stereo unspecified)	?	-4%	6%[10.9 µM]	?
CCC(C)N1CC(C(=O)NC2CCCCC2)CC1=O (stereo unspecified)	-2%	1%	-4%	1.0%
Cc1ccc(CC(=O)Nc2cccc(C)n2)cc1	-13%	-8%	-37%[inhibitor]	-2.1%
Cc1cc(C)c(NC(=O)C2CCN(c3nnc(C)c4c(C)n(-c5ccccc5)nc34)CC2)c(C)c1	9%	9%	7%[10.9 µM]	-0.5%
CCOC(=O)c1ccc(NC(=O)CCc2nc3cccnc3n2Cc2cccs2)cc1	6%	1%	-11%[10.9 µM]	?
CCOc1ccccc1N1Cc2cc(C)c(C)cc2C1	10%	2%	-25%	-2.0%
CCOC(=O)C1CCN(C(c2cccc(OC)c2)c2sc3nc(C)nn3c2O)CC1 (stereo unspecified)	5%	-6%	3%	-1.2%
O=C(COC(=O)CCCN1C(=O)c2ccccc2C1=O)Nc1ncc(Cl)cc1Cl	-2%	-8%	10%	-1.0%
CCOC(=O)C1=C(C)NC2=C(C(=O)C(C(=O)OCC)C(c3ccco3)C2)C1c1ccccn1 (stereo unspecified)	7%	4%	-1%	0.1%
COc1ccc(-c2nnc(Nc3ccc(OC)c(C(N)=O)c3)c3ccccc23)cc1	-26%	2%	-7%[10.9 µM]	?
N#Cc1ccccc1NC(=O)c1cnc(N2CCOCC2)c2ccccc12	?	3%	-6%[10.9 µM]	-1.3%
Cn1ccnc1SCC(=O)c1ccc(Br)cc1	-8%	?	-59%[inhibitor]	7.3%
CN1C(=O)CC(N2CCN(c3ccccn3)CC2)C1=O (stereo unspecified)	1%	4%	-1%	0.3%
CC1CCC(NC(=O)C2(C)Cc3ccccc3C(=O)N2Cc2ccc(F)cc2)CC1 (stereo unspecified)	-17%	5%	-7%[10.9 µM]	?
O=C(NC1(C(F)(F)F)NC(=O)N(CC2CCCCC2)C1=O)c1ccco1 (stereo unspecified)	11%	9%	-7%	2.5%
COc1ccc(O)c(C2Nc3ccccc3-n3c(-c4ccccc4)c4c(=O)n(C)c(=O)n(C)c4c32)c1 (stereo unspecified)	-13%	1%	-7%[10.9 µM]	-0.9%
Cc1nc(CNS(=O)(=O)c2ccc3c(c2)OCCO3)cs1	14%	28%	-8%	-3.2%
Cc1csc2nc(COC(=O)c3cccc(NC(=O)COc4ccc(Cl)cc4)c3)cc(=O)n12	-20%	-24%	19%[10.9 µM]	?
Cn1c(=O)oc2cc(S(=O)(=O)NCCN3CCN(c4ccccc4F)CC3)ccc21	-1%	-2%	-16%	5.6%
COc1ccc(Cl)cc1NC(=O)Cn1c(=O)n2nc(C)nc2c2ccccc21	20%	20%	-6%	1.6%
O=C(CCBr)N1CCN(C(=O)CCBr)CC1	-13%	-5%	-2%	·
CCCCC1(CC)C(=O)NC(=O)NC1=Nc1ccc(OC)cc1 (stereo unspecified)	-9%	-7%	-16%	-0.3%
CCOC(=O)c1c(-c2ccc(C)cc2)csc1NC(=O)c1nc(SCC)ncc1Cl	22%	6%	4%[10.9 µM]	-0.2%
COc1ccc(-n2c(-c3ccc(C)cc3)cc3c2CC(C)(C)CC3=O)cc1Cl	-19%	11%	-11%[10.9 µM]	?
COc1ccc(-n2c(=O)cc(N3CCCCCC3)[nH]c2=O)cc1	3%	18%	-5%	-1.8%
COc1ccc(C(CC(=O)O)NC(=O)COc2ccccc2)cc1OC (stereo unspecified)	-4%	1%	-11%	-0.6%
CC12CCCC(O)(C1)C1CC(C)(C)C1CC2 (stereo unspecified)	-4%	-2%	15%	·

Whole records, quoted from the list:
Results for O=C(COC(=O)CCCN1C(=O)c2ccccc2C1=O)Nc1ncc(Cl)cc1Cl : p53ts 39C kill: -2%; p53ts 32C tox: -8%; Peg3 imprint: 10%; IkB sig inh: -1.0%
Results for CN1C(=O)CC(N2CCN(c3ccccn3)CC2)C1=O (stereo unspecified) : p53ts 39C kill: 1%; p53ts 32C tox: 4%; Peg3 imprint: -1%; IkB sig inh: 0.3%
Results for COc1ccc(-n2c(-c3ccc(C)cc3)cc3c2CC(C)(C)CC3=O)cc1Cl : p53ts 39C kill: -19%; p53ts 32C tox: 11%; Peg3 imprint: -11%[10.9 µM]; IkB sig inh: ?

(further entries)
SMILES	p53ts 39C kill	p53ts 32C tox	Peg3 imprint	IkB sig inh
COc1cc(Cl)c(S(=O)(=O)N2CC(C)OC(C)C2)cc1Cl (stereo unspecified)	8%	-1%	-22%	-2.4%
CCOc1c(Cl)cc(CNc2ccc3[nH]c(=O)[nH]c3c2)cc1OC	-13%	7%	-7%[10.9 µM]	3.2%
Cc1cccc(N2CCN(CCNC(=O)C3COc4ccccc4C3)CC2)c1C (stereo unspecified)	-20%	1%	-13%[10.9 µM]	-0.2%
Cc1cc(Nc2ccc(C(=O)O)cc2)n2nc(C)nc2n1	15%	-13%	6%	0.9%
CC1CCC2C(C1)c1sc(=O)[nH]c1SC2(C)C (stereo unspecified)	8%	8%	-9%	0.6%
CCCn1c(SCC(=O)Nc2cccc(C(=O)OC)c2)nnc1-c1cccnc1	-1%	-7%	-10%	4.1%
Cc1cccc(-c2noc(-c3ccccc3OCC(=O)Nc3ccc([N+](=O)[O-])cc3)n2)c1	-25%	6%	-13%[10.9 µM]	2.2%
N#Cc1c(NC(=O)c2ccccc2Cl)n(Cc2ccccc2)c2nc3ccccc3nc12	6%	-4%	·	·
O=C(Cc1ccc(-n2cccc2)cc1)N1CCN(c2ccccc2F)CC1	-20%	-13%	-18%	0.4%
CCOC(=O)c1c(-c2cccs2)csc1NC(=O)COC(=O)c1c(C)noc1C	-12%	14%	-4%	?
CCOC(=O)c1sc(=S)n(C)c1N	-3%	2%	7%	-3.3%
O=C(Cn1cc(SCc2ccccc2F)c2ccccc21)N1CCCCC1	-27%	-10%	-19%[10.9 µM]	-1.6%
Cc1cc(=O)oc(C)c1C(=O)N1CCN(C(c2ccccc2)c2ccccc2)CC1	-2%	-5%	-29%	6.1%
CCc1nn(CC(=O)N2CCN(c3cccc(C(F)(F)F)c3)CC2)c(=O)c2cccn12	?	-8%	-35%[inhibitor][10.9 µM]	1.4%
COc1ccccc1N1CCN(Cc2nc(N)nc(Nc3ccc(C)cc3)n2)CC1	-2%	-6%	-17%	5.4%
Cc1ccc(C)c(-c2nc(Cn3c(=O)cc(-c4ccccc4)c4c(C)nn(C)c43)c(C)o2)c1	-8%	1%	4%[10.9 µM]	1.8%
COc1ccc(C(=O)O)cc1Nc1cc(C)nc2ncnn12	17%	-1%	10%	1.7%
N#Cc1cc2c(=O)n3ccccc3nc2n(Cc2cccnc2)c1=O	-5%	-2%	8%	1.0%
CS(=O)(=O)N1CCC(C(=O)N2CCC(Cc3ccccc3)CC2)CC1	1%	-7%	-14%	-0.3%
Cc1c(C(=O)Nc2ccc(F)cc2F)oc2ccc3c(c12)C(=O)CC(C)(C)O3	?	-6%	-19%[10.9 µM]	0.1%
O=S(=O)(Nc1cccnc1)c1cc(Cl)ccc1Cl	12%	-8%	-4%	0.9%
Cc1cc(C)cc(-n2nnc(C(=O)NCc3ccco3)c2N)c1	-7%	-4%	22%	0.3%
Cc1c(C(=O)N/N=C/C(C)C)[nH]c2c([N+](=O)[O-])cccc12	2%	-16%	·	·
O=C(CCCCn1c(=O)[nH]c2ccccc2c1=O)NCc1ccc2c(c1)OCO2	-6%	0%	-2%	0.3%
Cc1ccc(S(=O)(=O)Nc2nc3ccccc3nc2NCc2ccco2)cc1C	21%	49%[activator]	-17%	?
CCCNC(=O)N1CCN(S(=O)(=O)c2ccc(C)c(C)c2)CC1	4%	-2%	-6%	2.6%
Cc1cc(OCC(=O)Nc2nc3c(s2)CCCC3)cc(C)c1Cl	5%	1%	-15%[10.9 µM]	-1.2%
CCOc1ccc(S(=O)(=O)N(CC(=O)N2CCc3ccccc32)Cc2ccco2)cc1	-11%	42%[activator]	-13%	?
CCCOc1ccc(C(=O)N2CCN(c3ccc(N)cc3Cl)CC2)cc1	4%	-4%	-11%	?
COc1cc(Cn2c(=O)sc3ccccc32)ccc1OC(C)C	-8%	0%	-10%[10.9 µM]	5.2%
C[N+](C)(C)CCCCCCCCCC[N+](C)(C)C	14%[20.6 µM]	-5%[20.6 µM]	-12%	-1.2%[25.6 µM]
CCOC(=O)c1c(C)[nH]c(C)c1S(=O)(=O)N1CCCC(C(=O)NCc2ccc(C)cc2)C1 (stereo unspecified)	34%[activator]	13%	-12%[10.9 µM]	-1.9%
CCOc1ccc(CNC(=O)COc2cc(=O)n(C)c3ccccc23)cc1	-6%	-8%	3%[10.9 µM]	2.8%
OCc1nc2ccccc2n1C/C=C/c1ccccc1	-5%	-1%	-8%	-0.4%
COC(=O)c1ccccc1NC(=O)c1ccc2c(c1)OCCO2	?	-19%	-16%	6.8%
CC1(C)CC(=O)C(C(C2=C(O)CC(C)(C)CC2=O)c2cccc(O)c2)C(=O)C1 (stereo unspecified)	2%	-1%	-6%	-1.4%
O=C(c1ccc(Cl)c(Cl)c1)N(Cc1ccco1)c1ccc(O)cc1	-2%	6%	-17%	?
CCCCCN=C(N)N/N=C/c1c[nH]c2ccc(OC)cc12	-7%&-20%	-14%&9%	-17%&-5%	·
O=C(/C=N/O)NCc1ccncc1	4%	-3%	22%	0.5%
Cc1ccc(-c2noc(COc3ccc(Br)c(C)c3)n2)cc1	0%	5%	-5%[10.9 µM]	2.5%
Cc1cccc(NC(=O)CSc2nnc3[nH]c(=O)cc(C)n23)c1C	10%	-7%	14%[10.9 µM]	-1.5%
COc1ccc2c(c1)c(CC(=O)O)c(C)n2Cc1ccc(F)cc1	-11%	-5%	-5%	2.4%

Molecules shown so far that contain a nitro group on carbon:
SMILES	p53ts 39C kill	p53ts 32C tox	Peg3 imprint	IkB sig inh
Cc1cccc(-c2noc(-c3ccccc3OCC(=O)Nc3ccc([N+](=O)[O-])cc3)n2)c1	-25%	6%	-13%[10.9 µM]	2.2%
Cc1c(C(=O)N/N=C/C(C)C)[nH]c2c([N+](=O)[O-])cccc12	2%	-16%	·	·
